Screening data from PubChem.
p-CIP stab down – compounds decreasing mouse p/CIP protein stability | Q05BA5 | F442A p/CIP-EGFP cells, EGFP fluorescence, 16 h | decrease of EGFP signal, % at 10 µM | hit rate 0.01% among 290,000 | AID 1984;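 active = EGFP signal decrease of at least 30% at 10 µM or well 3 SD below plate mean, unless failing retest; inactive = the rest, including hits failing retest or dose response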; also: some compounds called inactive have numbers as strong as hits; many of its hits are not listed in these tables
M18AAP inhibitor – PfM18AAP enzyme inhibition; hit rate 1.2% among 290,000; recombinant PfM18AAP, H-Glu-NHMec fluorogenic cleavage; inhibition, % at 7.35 µM;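 active = inhibition above the campaign mean inhibition over all tested compounds plus 3 SD, cut at about 28% in these data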;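 also: 0% = plate median of test compound wells and 100% = 2 mM ZnCl2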
IMP-1 inhibitor – blocks Pseudomonas aeruginosa IMP-1 metallo-beta-lactamase. purified IMP-1, nitrocefin hydrolysis, epi-absorbance fluorescence. inhibition, % at 5.6 µM. hit rate 0.45% among 290,000. AID 1556;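 active = inhibition above the mean plus 3 SD of all compounds in the same screening run, cut at about 4.5% in these data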;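 also: 0% = IMP-1 with DMSO and 100% = DMSO wells lacking enzyme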
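Assay system: purified recombinant IMP-1 beta-lactamase. Input: IMP-1 0.2 nM before substrate addition. Buffer or medium: Zinc- and detergent-supplemented HEPES buffer, pH 7.1. Schedule: 25 °C, 15 min preincubation, 25 min reaction. Signal: Epi-absorbance fluorescence, 480 nm excitation, 530 nm emission. Evaluation: percent inhibition from optical density relative to buffer-blank wells.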
IDE act – IDE (human) activation, cell-based; P14735; HEK cells, FAbeta-B cleavage, fluorescence polarization; 0% vehicle, 100% cell-free pure enzyme wells; activation, % at 5.96 µM; hit rate 0.073% among 340,000;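 active = activation above the mean of all tested compounds plus 3 SD, set per screening campaign, cut at about 17% in these data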
VIM-2 inhibitor – inhibitors of Pseudomonas aeruginosa VIM-2 metallo-beta-lactamase; purified VIM-2, nitrocefin hydrolysis, epi-absorbance fluorescence; inhibition, % at 5.6 µM; hit rate 0.89% among 290,000;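 active = inhibition above the mean of all tested compounds plus 3 SD, cutoff set per screening run, cut at about 7.5% in these data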;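 also: red hydrolysis product quenches plate fluorescence so inhibitors raise well fluorescence; 0% = enzyme with DMSO and 100% = DMSO without enzyme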
IDE inh – inhibitors of human insulin-degrading enzyme in cells; HEK cells, FAbetaB cleavage, fluorescence polarization; inhibition, % at 5.59 µM; hit rate 0.41% among 320,000;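 active = percent inhibition above the average of all tested compounds plus 3 SD, set per screening campaign, cut at about 16% in these data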;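 also: IDE supplied by intact live HEK cells; FP after avidin binding of uncleaved biotin substrate so inhibition keeps polarization high; 0% = DMSO wells and 100% = 60 µM reference IDE inhibitor Ii1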
DNA FID counter – fluorescent intercalator displacement, NS3 helicase counter-screen; hit rate 0.17% among 290,000; DNA fluorescent intercalator displacement, fluorescence; inhibition, % at 7.9 µM; in the data active = inhibition above about 37%;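 also: 0% = vehicle and 100% = reference compound; higher means more ethidium bromide displaced from hairpin DNA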
SUMO HTRF inh – blocks human SUMOylation mediated by UBC9. P63279. HTRF SUMOylation assay, SAE1/SAE2 + UBC9, in vitro. inhibition, % at 35 µM. hit rate 0.36% among 290,000. AID 2006; in the data active = inhibition above about 50%, passing the limit was not always enough; also: strong numbers were not always called active
Target sequence (P63279 whole entry, looked up): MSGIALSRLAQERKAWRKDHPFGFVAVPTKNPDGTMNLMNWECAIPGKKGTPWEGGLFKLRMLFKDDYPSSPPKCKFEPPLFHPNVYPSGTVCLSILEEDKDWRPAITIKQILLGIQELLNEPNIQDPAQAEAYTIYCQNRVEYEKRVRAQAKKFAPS
HCV NS3 hel inh – HCV NS3 helicase inhibition. NS3 helicase DNA unwinding, Cy5 molecular beacon fluorescence. inhibition, % at 10.9 µM. hit rate 0.56% among 290,000. AID 1800;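 active = inhibition above the mean of all tested compounds plus 3 SD, set per campaign, cut at about 35% in these data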;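 also: 0% = DMSO wells and 100% = thioflavine S control wells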
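Assay system: hepatitis C virus NS3 helicase domain fragment enzyme. Also added: annealed dual-labelled DNA beacon duplex, ATP-started. Timing: 1 h reaction at 25 °C, ATP-initiated. Technique: Cy5 fluorescence at 0 and 60 min, beacon hairpin quenching. Evaluation: % inhibition of unwinding. Replication: one well per compound.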
* hit, by the source's call; · = not tested or not shown.

1: Cc1cc(C)c(C)c(S(=O)(=O)NCc2ccc(C(=O)N3CCCC3)cc2)c1C
2: CN(NS(=O)(=O)c1ccc(Cl)cc1)c1nc(C(F)(F)F)nc2ccccc12
3: Nc1nc2nccc(-c3ccc(Cl)cc3)n2n1
4: C=CCSc1nnc(CC(OC)OC)n1-c1ccccc1
5: CCCc1c(C(=O)N/N=C/c2ccc(OC)c(OCc3ccccc3)c2)nnn1-c1nonc1N
6: O=C(Nc1ccccc1N1CCN(C(=O)c2ccccc2)CC1)c1ccc([N+](=O)[O-])o1
7: C=C(C)CSc1nnc2n(C)c(=O)c3c4c(sc3n12)CCC4
8: CC(C)CCOc1ccc(C(=O)N2CCN(c3ncccn3)CC2)cc1

Compound	1	2	3	4	5	6	7	8
p-CIP stab down	5	2	-8	-1	6	-16	-4	-6
M18AAP inhibitor	1	1	-6	-14	-2	-1	3	-8
IMP-1 inhibitor	-2.7	-0.7	-1.6	-2.2	-0.2	-3.6	-3.5	-5.2
IDE act	-3	7	4	-5	-4	-2	-4	8
VIM-2 inhibitor	-1.7	-3.2	-1.3	2.4	-0.5	-3.9	2.5	-2.7
IDE inh	5	5	5	2	-1	·	4	9
DNA FID counter	-29	4	-4	-2	-4	-36	-1	-47
SUMO HTRF inh	-1	-12	25	-6	-3	5	-5	-5
HCV NS3 hel inh	0	-16	5	-4	11	-4	-2	0

9: CCOC(=O)Nc1nc(-c2ccc(Cl)cc2Cl)cs1
10: COc1ccc([N+](=O)[O-])cc1NS(=O)(=O)c1ccc(Cl)c(C(=O)Nc2sc3c(c2C#N)CCCCC3)c1
11: COc1cc(CN2CCN(S(=O)(=O)c3ccc(F)cc3)CC2)cc(OC)c1OC
12: COc1ccc2c(c1)CCc1c(C(=O)NCCCn3ccnc3)noc1-2
13: O=C(Nc1ncccn1)c1cc(-c2cccc(Br)c2)nc2ccccc12
14: CCC(=O)n1nc(-c2ccc(Cl)cc2)nc1NCc1ccccc1
15: CCOC(=O)c1c(NC(=O)c2cccc(N3C(=O)CCC3=O)c2)sc2c1CCN(CC)C2
16: CC1(C)CC(=O)C2=C(C1)N(c1ccc(F)cc1)C(=O)C2(O)C(F)(F)F (stereo unspecified)

Compound	9	10	11	12	13	14	15	16
p-CIP stab down	0	6	-1	6	-11	-1	-138	-15
M18AAP inhibitor	-9	2	4	-21	6	7	-1	-12
IMP-1 inhibitor	-1.0	-1.8	-3.5	-4.0	-2.5	-7.0	-0.9	-2.6
IDE act	-1	·	-2	-8	-3	3	-1	-3
VIM-2 inhibitor	1.0	-0.6	-4.2	1.0	1.9	-3.2	7.9*	1.7
IDE inh	-2	-1	1	3	-2	1	-5	2
DNA FID counter	-4	-2	-4	16	-11	-2	5	-7
SUMO HTRF inh	-5	33	12	15	-8	4	14	0
HCV NS3 hel inh	8	17	-1	-1	-11	17	1	-3

17: CCOC(=O)c1cnn(CCOC(=O)c2cccc(F)c2)c1NC(=O)c1cccc(F)c1
18: Nc1c2c(nc3ccn(Cc4ccccc4)c(=O)c13)CCC2
19: Cc1cccc2c1NC(=O)C2(O)N1CCCC(C)C1 (stereo unspecified)
20: CCOC(=O)c1c(C)[nH]c(C)c1C(=O)COC(=O)c1ccccc1O
21: CCOc1cc(NC(=O)c2ccco2)c(OCC)cc1NC(=O)Cc1cccc(OC)c1
22: O=C(COC(=O)CCCc1c[nH]c2ccccc12)Nc1ccc2c(c1)OCO2
23: COC(=O)c1ccccc1NC(=O)CN(C)Cc1ccccc1
24: CCOC(=O)C1CCCN(Cc2cccc(Oc3ccccc3)c2)C1 (stereo unspecified)

Compound	17	18	19	20	21	22	23	24
p-CIP stab down	-13	-9	-8	-11	8	-4	13	8
M18AAP inhibitor	2	2	1	-9	-3	0	3	-3
IMP-1 inhibitor	-3.9	-2.5	-4.1	-3.4	-1.2	-2.0	1.4	-1.5
IDE act	1	0	4	-1	3	-4	1	0
VIM-2 inhibitor	-4.1	-1.8	-2.7	-3.4	-1.6	-0.3	-3.2	-2.3
IDE inh	-3	6	5	5	3	-1	-2	2
DNA FID counter	-18	2	-9	-12	-19	-11	-14	-9
SUMO HTRF inh	-4	28	0	-20	9	-7	3	13
HCV NS3 hel inh	27	-9	5	-6	-4	10	-8	-8

3 compounds already listed, sorted by molar mass, largest number first:
17: CCOC(=O)c1cnn(CCOC(=O)c2cccc(F)c2)c1NC(=O)c1cccc(F)c1
22: O=C(COC(=O)CCCc1c[nH]c2ccccc12)Nc1ccc2c(c1)OCO2
23: COC(=O)c1ccccc1NC(=O)CN(C)Cc1ccccc1

Compound	17	22	23
p-CIP stab down	-13	-4	13
M18AAP inhibitor	2	0	3
IMP-1 inhibitor	-3.9	-2.0	1.4
IDE act	1	-4	1
VIM-2 inhibitor	-4.1	-0.3	-3.2
IDE inh	-3	-1	-2
DNA FID counter	-18	-11	-14
SUMO HTRF inh	-4	-7	3
HCV NS3 hel inh	27	10	-8

More structures follow:
25: CCOC(=O)c1ccc(-c2ccc(C3Nc4ccccc4C(=O)N3O)o2)cc1 (stereo unspecified)
26: N#Cc1ccccc1Cn1cc(/C=N/Nc2ccc([N+](=O)[O-])cn2)c2ccccc21
27: O=C(NNC(=O)c1ccccc1-n1cccc1)c1ccc(Cl)cc1
28: CCCCNC(=O)OCCNC(=O)NC
29: COc1ccc(NS(=O)(=O)c2cccc3cccnc23)cc1OC
30: COc1ccc(S(=O)(=O)N(CC(=O)NC2CC2)c2ccc(C)cc2)cc1
31: Cc1ccc(C)c(NC(=O)C2CCN(S(=O)(=O)c3ccc4c(c3)NC(=O)CO4)CC2)c1
32: Nc1ccc(C(=O)N/N=C/c2sc(N3CCOCC3)nc2-c2ccccc2)cc1

Compound	25	26	27	28	29	30	31	32
p-CIP stab down	-3	-73	3	-1	-9	2	-5	4
M18AAP inhibitor	-12	2	0	-2	0	5	2	7
IMP-1 inhibitor	-1.9	-3.3	-1.8	-1.6	-3.8	-3.1	-2.2	-3.5
IDE act	0	-2	4	0	0	0	0	2
VIM-2 inhibitor	-2.3	-2.4	-3.9	-3.9	-4.9	-2.2	-2.1	-4.5
IDE inh	-4	-1	-1	5	5	4	1	10
DNA FID counter	-10	1	-8	1	-14	-7	-35	-15
SUMO HTRF inh	33	2	-14	-14	0	12	10	-21
HCV NS3 hel inh	17	13	6	-2	2	27	1	11

33: COc1ccc(OC)c(N/C=C/C(=C(C#N)C#N)N(C)C)c1
34: N#CC1=C(SCC(=O)NC2CC2)NC(=O)C(C#N)C12CCCCC2 (stereo unspecified)
35: O=C(Nc1ccc(OC(F)(F)F)cc1)N1CCN(c2ccnc3cc(Cl)ccc23)CC1
36: O=C(Nc1ccc(Br)cc1F)C1CCN(c2nnc(-n3cccc3)s2)CC1
37: CCCc1sc(N)nc1-c1ccc(C)cc1
38: CCOc1cc(/C=N/NC(=O)CSc2nncn2C)ccc1OCc1cccc(C)c1
39: CCOc1ccc(-c2csc(NC(=O)CSC3=NC(=O)CN3C(C)=O)n2)c2ccccc12
40: CCn1c(SCc2cccc(C(=O)O)c2)nnc1-c1ccc(Cl)cc1

Compound	33	34	35	36	37	38	39	40
p-CIP stab down	0	-11	-1	-8	-8	-10	-1	23
M18AAP inhibitor	11	3	0	6	5	-8	-6	1
IMP-1 inhibitor	0.4	-4.0	-1.9	-2.4	-0.4	-5.7	-4.7	-4.0
IDE act	·	0	-32	-9	0	4	4	3
VIM-2 inhibitor	3.1	-2.2	-1.2	-1.8	-1.4	-3.4	-0.3	-1.1
IDE inh	4	-1	36*	0	6	3	6	·
DNA FID counter	-5	-7	-2	-2	-3	-34	-21	-38
SUMO HTRF inh	0	-14	0	2	-6	16	-9	-10
HCV NS3 hel inh	-1	-6	-49	-1	-14	-3	9	8

Brought forward from above: 2 entries; new compounds follow.
39: CCOc1ccc(-c2csc(NC(=O)CSC3=NC(=O)CN3C(C)=O)n2)c2ccccc12
40: CCn1c(SCc2cccc(C(=O)O)c2)nnc1-c1ccc(Cl)cc1
41: Cc1cc(C)c2c(CN3CCN(Cc4ccccc4)CC3)cc(=O)oc2c1C
42: COc1cc(/C=C2\SC(=O)N(CC(=O)Nc3cccc(C)c3)C2=O)cc([N+](=O)[O-])c1O
43: COC(=O)C/C=C/[C@@H](C)[C@@H](/C=N/OC[C@@H](C)[C@H](OCc1ccccc1)C(C)C)NS(=O)(=O)c1ccc(C)cc1
44: COc1ccc(N2CCN(C(=O)CSc3ccc(C)cc3)CC2)cc1
45: CC(=O)OCCOc1nc(NC(C)C)nc(NC(C)C)n1
46: OCCOCCOc1ccccc1OCCOCCO
47: O=C(O)c1ccc2c(c1)C(=O)N(Cc1ccc3c(c1)OCO3)C2=O
48: O=C(CC1NCCN(Cc2ccccc2)C1=O)Nc1ccccc1 (stereo unspecified)

Compound	39	40	41	42	43	44	45	46	47	48
p-CIP stab down	-1	23	-2	-4	-11	3	-1	-1	-5	-6
M18AAP inhibitor	-6	1	-5	3	-4	1	0	-1	-2	1
IMP-1 inhibitor	-4.7	-4.0	-1.4	-3.0	-0.7	-3.4	-2.4	-1.4	-0.4	-2.5
IDE act	4	3	0	·	·	-1	3	1	-1	·
VIM-2 inhibitor	-0.3	-1.1	9.8*	-2.1	-3.7	-4.5	-2.4	-1.7	0.3	-1.9
IDE inh	6	·	0	·	3	2	1	-1	-2	-1
DNA FID counter	-21	-38	7	-2	-37	-6	-6	-8	-7	-6
SUMO HTRF inh	-9	-10	-13	44	-18	8	0	4	-4	9
HCV NS3 hel inh	9	8	-56	18	4	-4	-16	7	2	-1

49: O=C(NNC(=O)c1cc(OCC(F)(F)F)ccc1OCC(F)(F)F)c1cccc(C(F)(F)F)c1
50: C/C(CC1(O)C(=O)N(C)c2ccccc21)=N\O (stereo unspecified)
51: Cc1csc2ncnc(N3CCN(C(=O)Nc4ccc(OC(F)(F)F)cc4)CC3)c12
52: CCn1c(SCC(=O)Nc2cccc(NC(C)=O)c2)nnc1-c1ccco1
53: CCCc1nn2c(=O)cc(CSCC(=O)Nc3ccc(C)cc3)nc2s1
54: CCN(CC)CCn1c(NCc2nc3ccccc3n2Cc2ccccc2)nc2ccccc21
55: COc1ccc2nc(NC(=S)NC(=O)c3ccco3)sc2c1
56: Cc1cc2ccccn2c1C(=O)c1cccc(F)c1

Compound	49	50	51	52	53	54	55	56
p-CIP stab down	-13	-8	-13	4	1	-2	9	-10
M18AAP inhibitor	-12	-2	5	-1	-2	-8	4	1
IMP-1 inhibitor	-0.7	-3.2	-2.4	-2.0	-2.0	-2.6	-1.6	-3.8
IDE act	4	0	-5	0	-1	2	-1	-3
VIM-2 inhibitor	-2.5	-3.5	-3.7	-0.8	-3.0	-4.1	-3.1	-1.1
IDE inh	-4	2	13	6	1	5	2	3
DNA FID counter	-12	5	-29	-11	-22	9	0	-19
SUMO HTRF inh	-3	24	-6	1	24	3	9	3
HCV NS3 hel inh	5	-5	10	1	-4	-20	22	6
